Compound activity (PubChem BioAssay)
IL-1B inflam inh: blocks inflammasome-driven IL-1 beta release; THP-1 LPS/ATP IL-1B secretion, AlphaLISA, 16 h; hits give low values; activity change, % at 57.5 µM; 4.7% of 360,000 active; in the data active = activity change below about -50%; inconclusive = mostly about -30% to -49%; also: % is scaled to controls: 0 for no effect and ±100 for the full control effect
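THP-1 cells pretreated 1 hr with compounds (up to 57.5 uM final), then stimulated with LPS (250 ng/mL final) plus ATP (1.25 mM final); secreted IL-1B measured by AlphaLISA after 16 hr, decreased signal indicating inhibition.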
MCF10A rerep: inducers of DNA re-replication in MCF 10A breast cells; MCF 10A DNA re-replication, Hoechst nuclear intensity, 48 h; Potency, µM (titrated, usually from 46.1 µM), for inactives: top-dose activity, positive = re-replication, usual class: activators; 2.9% of 350,000 active; also: potency is read from the fitted curve at half-maximal effect; % of control where 0% means no effect; nearly all actives have a fitted effect of over 50% in size
KB-3-1 tox: kills parental KB-3-1 adenocarcinoma cells. Potency, µM (doses to about 46.1 µM), for the others: at the top dose activity change, negative = cytotoxic, most hits filed as cytotoxic. AID 1347075. 1.4% of 400,000 active. KB-3-1 viability, CellTiter-Glo ATP luminescence, 72 h; also: potency is read from the fitted curve at half-maximal effect; % is scaled to controls: 0 for no effect and ±100 for the full control effect; nearly all actives have a fitted effect of over 60% in size
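Cytotoxicity in the drug-sensitive parental line KB-3-1 was scored as loss of CellTiter-Glo luminescence following 72 h incubation with compound. Values come from curve fitting of normalized concentration-response data.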
ATXN viability: viability counter-screen for ATXN expression inhibitors; S2 cells (HEK-293 line with an ATXN2-luciferase reporter) viability, CellTiter-Fluor protease fluorescence, 24 h; 0.49% of 400,000 active; Potency, µM (highest dose often 56.7 µM), usual class: cytotoxic; AID 651635; also: potency is read from the fitted curve at half-maximal effect; nearly all actives have a fitted effect of over 40% in size
ATXN2 expr inh: inhibitors of ATXN2 expression. HEK-293 ATXN2-luciferase reporter, luminescence, 24 h. Potency, µM (highest dose often 57 µM), without a hit: at the highest dose activity change, negative = inhibition, hits mostly inhibitors. 0.72% of 360,000 active; also: potency is read from the fitted curve at half-maximal effect; % is scaled to controls: 0 for no effect and ±100 for the full control effect; nearly all actives have a fitted effect of over 55% in size
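ATXN2-luciferase reporter cells (luciferase flanked by upstream and downstream ATXN2 gene portions) were treated 24 h at 37 °C with compounds at up to 57 uM. SteadyGlo luminescence gave expression; GF-AFC fluorescence gave viability.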
HT1080 IDH1KD tx: kills HT-1080 cells with IDH1 knockdown; Potency, µM (titrated, usually from 46.1 µM), for the others: at the highest dose activity, negative = toxicity, actives largely listed as cytotoxic; 2% of 360,000 active; HT-1080 IDH1 knockdown viability, ATP luminescence, 48 h;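 also: potency is read from the fitted curve at half-maximal effect; 0% = DMSO wells and -100% = cell-free medium wells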
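IDH1KD HT-1080 cells, 750/well, RPMI + 5% FBS; compound pinned after 2 h settling; 48 h, 37 °C; CellTiter-Glo luminescence; % activity normalised to DMSO and no-cell wells; curves fitted, classed by r2 and efficacy.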
SW480 rerep: DNA re-replication induction in SW480 cells | 1.8% of 340,000 active | SW480 DNA re-replication, Hoechst DNA content imaging, 48 h | Potency, µM (top dose mostly 46.1 µM), for the others: at the top dose re-replication activation, most hits filed as activators; also: potency is read from the fitted curve at half-maximal effect; % of control where 0% means no effect; nearly all actives have a fitted effect of over 55% in size
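Image-based read-out: total Hoechst fluorescence of nuclei (405 nm excitation, 500-530 nm emission), with hits raising the fraction of high-intensity nuclei. SW480 colon cells incubated 48 hr with compounds at 37 C.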
HT1080-NT tox: kills 2HG-producing HT-1080-NT fibrosarcoma cells; HT-1080-NT fibrosarcoma viability, CellTiter-Glo ATP luminescence, 48 h; Potency, µM (top dose mostly 46.1 µM), for inactives: at the top dose activity, negative = less viability, most hits filed as cytotoxic; 1.6% of 360,000 active; AID 686970;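 also: NT is the 2HG producing partner of a matched IDH1 knockdown line; potency is read from the fitted curve at half-maximal effect; 0% = DMSO-treated cells and -100% = media-only wells without cells; nearly all actives have a fitted effect of over 55% in size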
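Fibrosarcoma NT cells, 750 per well in 5% FBS RPMI, were exposed to compound for 48 hours. Viability: CellTiter-Glo luminescence.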
KB-V1 MDR tox: kills drug-selected multidrug resistant KB-V1 cells | KB-V1 MDR cells viability, CellTiter-Glo, 72 h | Potency, µM (series often up to 46.1 µM), for inactives: at the highest dose activity change, negative = cytotoxicity, usual class: cytotoxic | 3.4% of 400,000 active | AID 1347076; also: potency is read from the fitted curve at half-maximal effect; % is scaled to controls: 0 for no effect and ±100 for the full control effect; nearly all actives have a fitted effect of over 60% in size
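Compound-treated KB-V1 multidrug-resistant cells, 72 h, 37 degrees C; viability by CellTiter-Glo. Fitted qHTS curves give the values.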
The depositor's hits bear a star; i = inactive; ? = inconclusive; · = not tested or not shown; & = joins results of further samples; ! = repeats disagree; [ ] = another dose, or the depositor's remark. Unless noted, calls follow the shape of the dose curve; as a rule, active = well fitted curve in the direction sought with a large enough effect; inconclusive = small, poorly fitted or top-dose-only effect, or another doubt; inactive = no such curve, though single readings can be large; an effect the other way counts as inactive or inconclusive.

mol	KB-V1 MDR tox	KB-3-1 tox	IL-1B inflam inh	SW480 rerep	ATXN2 expr inh	ATXN viability	HT1080 IDH1KD tx	MCF10A rerep	HT1080-NT tox
Nc1c([N+](=O)[O-])cnnc1-c1ccccc1	4%	-12%	1	-156%[inhibitor]	-6%	?	6%	-6%	-4%
CCCOc1cccc(C(=O)NCCCNC(=O)c2cccnc2)c1	·	·	0	-7%	12%	i	1%	0%	0%
COc1ccc(NC(=O)C2=C(C)Nc3ncnn3C2c2ccc[nH]2)cc1 (configuration not stated)	?	5%	·	·	9%	i	·	·	·
COC1=C/C(=C/c2c(N)n3cc(C)sc3nc2=O)C=CC1=O	-2%	21%	-8	-30%	15%	i	22%	?	1%
O=C(O)c1ccc(Nc2nc(-c3ccccc3)cs2)cc1	2%	-2%	0	-35%[inhibitor]	16%	?	-9%	6%	0%
COc1ccccc1CNc1ccc(CNc2ncn[nH]2)cc1	-8%	-5%	11	10%	-20%	i	-8%	-3%	-1%
COc1ccccc1-c1cccc([C@@H]2C[C@H]3[C@H](CON3C)CN2Cc2ccccc2)c1	0%	0%	-2	-28%	-17%	?	-17%	?	-16%
O=C(NC(=S)Nn1cnnc1)c1ccc(F)cc1Cl	-2%	18%	9	-26%	-2%	i	4%	1%	11%
O=C(Nc1cccc([N+](=O)[O-])c1)Nc1cccs1	0%	3%	?	-9%	-33%	i	4%	0.65µM*	2%
Cc1cccc(N(C(=O)c2csnn2)C(C(=O)NCc2ccccc2)c2ccncc2)c1 (configuration not stated)	-36%	?	-13	-6%	8%	i	16%	?	4%
COc1ccc(C(=O)N2CCOC2CNC(=O)C(=O)NCc2ccc3c(c2)OCO3)cc1 (configuration not stated)	?	-2%	9	-1%	-9%	·	10%	-3%	2%
O=C(c1cccs1)N1CCC(c2ccccc2)C1 (configuration not stated)	-11%	-3%	0	0%	-14%	i	3%	-1%	8%
COc1ccc(-c2nnn(CC(=O)N(CC3CCCO3)C(C(=O)NC(C)(C)C)c3ccco3)n2)cc1OC (configuration not stated)	-24%	14%	16	1%	?	?	7%	5%	6%
O=C(Nc1ccc2[nH]c(=O)[nH]c2c1)c1ccc([N+](=O)[O-])o1	?	?	?	2.9µM*	-6%	?	?	5.8µM*	-4%[9.24 µM]
CC1(C)Cc2c(sc(NC(=O)COc3cccc4ccccc34)c2C#N)C(C)(C)N1	8%	?	-100*	?	?	?	15µM*	16µM*	9.2µM*
COc1cc(COc2ccc3c(C)c(Cc4ccccc4)c(=O)oc3c2)cc(OC)c1OC	-18%	-5%	5	1%	-10%	i	-4%	16%	4%
CC1CCN(C(=O)CSc2nc(=O)n3ccccc3n2)CC1	-16%	14%	-6	-9%	4%	i	2%	0%	4%
CC(=O)c1ccc(OC(=O)CN2C(=O)c3ccccc3C2=O)cc1	6%	11%	3	-14%	·	i	10%	0%	-3%
Cc1cccnc1NC(=O)CSc1nnc(Cc2ccccc2)o1	-2%	1%	3	-2%	3%	i	-3%	6%	-10%
Cc1cc(C)c(NC(=O)c2cc(S(=O)(=O)N3CCC4(CC3)OCCO4)ccc2F)c(C)c1	-2%	6%	·	·	-7%	i	·	·	·
CCOc1ccccc1NC(=O)CN(C)S(=O)(=O)c1ccc(C(=O)N2CCOCC2)s1	?	2%	·	·	4%	i	·	·	·
CCN(CC(=O)NCc1cccs1)S(=O)(=O)c1ccc(F)c(F)c1F	-8%	-2%	-14	-24%	0%	i	1%	?	-5%
COc1cc(C(C)=O)ccc1COc1ccc(C(=O)OC(C)C(=O)NC(N)=O)cc1OC (configuration not stated)	8%	5%	27	0%	-5%	i	16%	11%	28%
CC1(C(=O)NC2CCCCCCC2)CCC(=O)N1CCN1CCOCC1 (configuration not stated)	1%	6%	7	-5%	2%	i	6%	-4%	-3%
CC1=C(C(=O)O)N2C(=O)C(NC(=O)c3ccc(F)cc3)C2SC1 (configuration not stated)	-10%	1%	20	2%	·	i	-3%	-9%	2%
CC(C)C1COS(=O)(=O)NC1CC(=O)SC(C)(C)C (configuration not stated)	-17%	-2%	9	1%	-3%	i	2%	?	0%
O=C(Nc1cccc(Cl)c1)c1csc([C@H]2C[C@H](O)[C@@H](CO)O2)n1	2%	0%	-3	·	34%[activator]	i	-4%	·	14%
COc1cc(Cl)ccc1OCc1cc(C(=O)NCCCN2CCCC2=O)no1	-11%	0%	4	-6%	22%	i	3%	-4%	10%
CCC1CCCCN1Cc1ccc(OC)c(C)c1 (configuration not stated)	1%	5%	14	14%	-9%	i	-5%[9.24 µM]	20%	15%
CCC(C)C(Nc1ccc(C(=O)OC)cc1[N+](=O)[O-])C(=O)OC (configuration not stated)	-2%	11%	33	5%	5%	i	26%	?	5%
CC(C)CNC(=O)c1cccc(NC(=O)COc2ccc([N+](=O)[O-])cc2)c1	-27%	-15%	-8	5%	-17%	i	-27%	3%	-17%
CCOc1ccc(S(=O)(=O)N2CCC(C(=O)N3CCCCCC3)CC2)cc1Cl	?	-15%	-24	16%	-12%	?	-18%	1%	-1%

An excerpt from above in order of the SW480 rerep value, rising.
structure | IL-1B inflam inh | SW480 rerep
CCN(CC(=O)NCc1cccs1)S(=O)(=O)c1ccc(F)c(F)c1F | -14 | -24%
Cc1cccnc1NC(=O)CSc1nnc(Cc2ccccc2)o1 | 3 | -2%
COc1cc(C(C)=O)ccc1COc1ccc(C(=O)OC(C)C(=O)NC(N)=O)cc1OC (configuration not stated) | 27 | 0%

The results go on.
mol	KB-V1 MDR tox	KB-3-1 tox	IL-1B inflam inh	SW480 rerep	ATXN2 expr inh	ATXN viability	HT1080 IDH1KD tx	MCF10A rerep	HT1080-NT tox
CC1(C)CC(C(CC(=O)N2CCCC2)Cc2ccccc2)CCO1 (configuration not stated)	4%	19%	15	1%	0%	i	-2%	4%	-3%
Cc1ccc(C(=O)N(Cc2ccco2)c2ccccn2)cc1	-19%	-1%	·	·	19%	i	·	·	·
CCOC(=O)C1=CCN(S(=O)(=O)c2ccc(C)cc2)C1c1cccc(Br)c1 (configuration not stated)	-6%	-3%	-18	·	?	?	?	·	-26%
Brc1ccc(-c2cnco2)cc1	11%	1%	-16	9%[1.84 µM]	-20%[11.3 µM]	i	10%	-27%	13%
Cc1cccc(-n2ncc3c(N(CCO)CCO)ncnc32)c1	2%	-5%	-14	-3%	25%	i	-2%	-2%	9%
COc1cccc(-c2nn(-c3ccccc3)cc2/C=C(\C#N)C(=O)NCCCn2ccnc2)c1	?	-16%	-84*	?	-24%	i	?	?	?
O=C(O)c1ccc(S(=O)(=O)c2ccc3c(c2)C(=O)N(c2ccc(O)cc2)C3=O)cc1	0%	11%	8	-23%	·	i	4%	-1%	-8%
Cc1nnc2ccc(-c3ccc(NC(=O)c4cccnc4Cl)cc3)nn12	0%	-12%	-11	-7%	12%	i	5%	16%	-13%
Cc1ccc(-c2nc(CS(=O)CC(=O)NCCN(CC(C)C)CC(C)C)c(C)o2)cc1 (configuration not stated)	-27%	0%	-27	-4%	·	·	-6%	-1%	-4%
Cc1nc(-c2cccs2)ccc1C(=O)O	17%	-8%	24	-4%	8%	i	0%	3%	-2%
CCN(c1ccccc1)S(=O)(=O)c1ccc(NC(=O)c2cc(=O)c3ccc(C)c(C)c3o2)cc1	21%	-11%	·	·	0%	i	·	·	·
CCc1ccc(CNC(=O)C2CCCN(c3nnc(C)c4c(C)n(-c5ccccc5)nc34)C2)cc1 (configuration not stated)	?	-3%&-18%	-71*	-4%	?	20µM*	0%	7%	-21%
COc1ccc(Cl)cc1NC(=O)CN(C)Cc1cccs1	-23%	-18%	-25	14%	-11%	i	-3%	?	-8%
O=S(=O)(c1ccccc1)N1CCN(C(=S)NCc2ccccc2)CC1	?	-1%	-8	1%	-23%	i	-8%	11%	2%
Cc1ccc(S(=O)(=O)N2CCC(NC(=O)c3ccccc3)CC2)cc1	-8%	-1%	0	0%	·	i	-9%	5%	-11%
C/C(=N\NC(=O)c1ccccc1C)c1cccnc1	?	-2%	-6	27%	·	i	-2%	-2%	0%
Cc1ccc(S(=O)(=O)N(C)Cc2ccc(C(=O)N/N=C/c3ccc(OC(F)F)cc3)cc2)cc1	16µM*	-17%	10	3%	?	11µM*	-9%	?	-3%
COc1cccc(Cn2cnc3c(sc4nc(C)cc(C)c43)c2=O)c1	?	13%	5	-12%	-11%	i	-20%	?	-25%
Oc1c(C=C2N=c3ccccc3=N2)sc(=S)n1-c1ccc2ccccc2c1	?	6%	47	-11%	-12%	?	-1%	6%	22%
O=C(N[C@H]1CCC(=O)N([C@H](CSc2ccccc2)Cc2ccccc2)CC1)OCc1ccccc1	18µM*!	?	-22	-6%	-20%	?	-11%	?	-9%
N#C/C(=N\Nc1cccc(F)c1)C(=N)N1CCCCCC1	18%	18%	-14	-12%	14%	i	6%	-1%	2%
O=C(/C=C/c1ccccc1[N+](=O)[O-])NCc1cccnc1	15%	10%	13	-8%	-6%	i	13%	-6%	19%
COc1ccc(C(=O)N2CCN(S(=O)(=O)c3ccc(C)cc3)CC2)cc1S(=O)(=O)N1CCOCC1	-2%	1%	37	?	·	i	14%	-2%	1%
